HSF-1 act: increases HSF-1 driven luciferase reporter signal. NIH3T3-HGL HSF-1 luciferase reporter, MG132, 8 h; 100% = twice DMSO control signal. activation, % at 9 µM. 300,000 tested, 1.7% active. AID 504408;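 active = mean replicate activation of at least 50% with a set share of replicates each reaching 50%; inconclusive = only one of those two conditions met; inactive = mean below 50% and too few replicates reaching it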;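 note: 0% = median of the neutral control wells and 100% = twice that signal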
HSP90 inh: inhibitors of HSP90 luciferase refolding in rabbit reticulocyte lysate | 290,000 tested, 0.91% active | luciferase refolding luminescence, 3 h | inhibition, % at 5.6 µM;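 active = inhibition above the screen-wide mean plus 3 SD, computed separately per campaign, cut at about 16% in these data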;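 note: 0% = DMSO wells and 100% = 60 µM geldanamycin wells; inhibitors lower the luminescence because luciferase stays unfolded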
PolyA inhibitor: blocks polyadenylation in yeast reporter cells | calls only at 12 µM | 300,000 tested, 0.02% active | AID 1875 | S. cerevisiae SKY197-pL101 polyadenylation reporter, beta-gal luminescence; efflux-impaired pdr1/pdr3 knockout yeast; score 100 = 6 SD above DMSO;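 active = lowest replicate activity score at least 50, where 100 means six control SD above control mean; inconclusive = lowest score under 50 but half or more replicates reach 50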;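 note: yeast exposed to compound for 9 h at 30 °C; higher score means more reporter readthrough which indicates perturbed polyadenylation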
Platelet DG rel: platelet dense granule release activity; AID 1663; human platelet-rich plasma, SFLLRN dense granule ATP release, luminescence; 300,000 tested, 0.22% active; inhibition, %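 (compounds screened at 7.5 µM in platelet-rich plasma)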;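 active = mean replicate score, as percent of positive control, at or above 50; inconclusive = mean below 50 but at least one replicate at or above 50; inactive = mean and every replicate below 50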
HSF1 inh: HSF1 inhibition. NIH3T3-HGL HSE-luciferase, MG132-induced, luminescence 8 h; stronger effect = lower value. activity change, negative = inhibition, % at 7.5 µM (by protocol). 300,000 tested, 0.77% active. AID 2098;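 active = more than half of replicate wells show activity change below -50%, luminescence cut by over half; inconclusive = some wells, but at most half, below -50%; inactive = no replicate well below -50%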;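 note: luciferase reports HSF-1 transcriptional activity via heat shock element; 0% = median of DMSO wells and -100% = zero luminescence signal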
Dyrk1A ADPGlo: inhibitors of rat Dyrk1A kinase; Q63470; ADP-Glo luminescence, NFATc1 peptide; inhibition, % at 12.5 µM; 310,000 tested, 0.43% active; in the data active = inhibition above about 50%;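 note: plate controls were vehicle with enzyme for no effect and no enzyme for full effect; many of its hits are not listed in these tables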
AI-2 QS modul: modulators of Vibrio harveyi AI-2 quorum sensing system; Vibrio harveyi JMH597 AI-2 luminescence/OD600 ratio, 9 h; stronger effect = lower value; strain lacks LuxN and CqsS sensors; 0 = neutral-control median; activity change, % at 7.5 µM; 300,000 tested, 0.4% active; AID 2094; in the data active = activity change below about -75%, passing the limit was not always enough; inconclusive = no clear call, values can overlap the other calls;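 note: luminescence divided by OD600 gain over 9 h not by final OD600 alone; inactives centre near 13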
HDAC3 inhib: inhibitors of human histone deacetylase 3; recombinant HDAC3, fluorogenic peptide/trypsin coupled, fluorescence; inhibition, % at 8.3 µM; 320,000 tested, 0.15% active; AID 2718; in the data active = inhibition above about 26%, passing the limit was not always enough; inconclusive = no clear call, values can overlap the other calls
Target sequence (O15379 whole entry, looked up): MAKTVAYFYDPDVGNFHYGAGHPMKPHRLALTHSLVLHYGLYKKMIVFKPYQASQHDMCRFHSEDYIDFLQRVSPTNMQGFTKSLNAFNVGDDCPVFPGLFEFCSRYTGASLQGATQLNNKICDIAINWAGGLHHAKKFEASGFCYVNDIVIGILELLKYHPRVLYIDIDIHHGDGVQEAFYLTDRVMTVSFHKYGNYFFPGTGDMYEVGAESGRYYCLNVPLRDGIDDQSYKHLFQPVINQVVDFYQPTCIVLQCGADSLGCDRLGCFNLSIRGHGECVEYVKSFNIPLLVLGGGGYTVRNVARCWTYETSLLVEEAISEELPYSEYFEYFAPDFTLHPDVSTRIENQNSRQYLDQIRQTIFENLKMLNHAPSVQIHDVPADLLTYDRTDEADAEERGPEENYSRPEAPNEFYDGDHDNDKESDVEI
GSK3A inh: human GSK-3 alpha kinase inhibition; P49840; ADP-Glo luminescence, 60 min; inhibition, % at 10 µM; 320,000 tested, 0.1% active;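 in the data active = inhibition above about 50%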;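 note: GST-tagged GSK-3 alpha with peptide substrate and 25 µM ATP; 0% = DMSO neutral wells and 100% = GW8510 positive control wells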
Target sequence (P49840 whole entry, looked up): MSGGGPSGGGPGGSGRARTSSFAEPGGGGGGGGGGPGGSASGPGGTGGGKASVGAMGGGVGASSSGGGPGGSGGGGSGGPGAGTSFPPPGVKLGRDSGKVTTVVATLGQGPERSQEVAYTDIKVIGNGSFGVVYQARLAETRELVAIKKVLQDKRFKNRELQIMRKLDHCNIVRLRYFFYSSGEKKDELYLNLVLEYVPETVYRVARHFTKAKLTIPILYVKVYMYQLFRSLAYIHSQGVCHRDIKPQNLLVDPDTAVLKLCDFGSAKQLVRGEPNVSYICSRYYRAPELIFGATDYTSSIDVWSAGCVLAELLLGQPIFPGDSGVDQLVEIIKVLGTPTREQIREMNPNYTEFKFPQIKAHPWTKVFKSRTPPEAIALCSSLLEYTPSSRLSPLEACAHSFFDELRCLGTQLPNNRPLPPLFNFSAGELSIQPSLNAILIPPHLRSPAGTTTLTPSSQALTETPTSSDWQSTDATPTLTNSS
GSK3B inh: blocks human GSK3beta kinase activity; activity score (negative = inhibition), % at 10 µM; AID 2097; P49841; GST-GSK3beta kinase, ADP-Glo luminescence, 60 min; stronger effect = lower value; 300,000 tested, 0.038% active;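 active = more than half of replicate wells score below -50%, meaning over 50% inhibition versus plate controls; inconclusive = some replicates but at most half score below -50%; inactive = no replicate scores below -50%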;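 note: 0% = median DMSO wells and -100% = median GW8510 positive control wells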
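Test system: GST-fused GSK3beta enzyme, cell-free | Quantity: 1.6 ng GST-GSK3beta enzyme per well | Reagent: 25 µM ATP with peptide substrate | Schedule: 60 min enzyme reaction, room temperature | Signal: Luminescent ADP-Glo measurement of ADP formed | Read-out basis: Score relative to plate controls | Control set: DMSO and 20 µM GW8510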
* marks the source's active call; other numbers are inactive results; i = inactive; ? = inconclusive; . = not tested or not shown.

SMILES	HSF-1 act	HSP90 inh	PolyA inhibitor	Platelet DG rel	HSF1 inh	Dyrk1A ADPGlo	AI-2 QS modul	HDAC3 inhib	GSK3A inh	GSK3B inh
O=Cc1cn(Cc2ccc(Br)cc2)c2ccccc12	18	-3	i	12	12	-2	11	-11	-2	2
CCCN1CC(C)C(OC(C)=O)(c2ccccc2)CC1C (stereo not given)	-9	-4	i	0	-11	-4	16	0	-2	3
COc1cc2c3cc1Oc1cc(ccc1O)C[C@@H]1c4c(cc(OC)c(O)c4Oc4ccc(cc4)C[C@H]3N(C)CC2)CCN1C	7	1	i	-2	-7	-2	18	-2	0	1
COc1ccc(CCNC(=O)COC(=O)Cc2ccccc2)cc1	6	1	i	-7	-3	2	-5	1	-1	3
CCOCCN1CCN(c2nnc3n2-c2ccc(Cl)cc2C(c2ccccc2Cl)=NC3)CC1	-2	1	i	4	0	.	-4	-1	-3	-1
CN1CCN(c2nc(Cl)ncc2F)CC1	-20	2	i	11	-13	-6	10	-7	-2	0
O=C(c1ccc2c3c(cccc13)CC2)C1CCCN(CC2CC2)C1 (stereo not given)	-6	14	i	-10	-12	-1	15	-10	-6	1
CC(=O)c1ccc2c(c1)C1C(Cl)C(Sc3ccccc3[N+](=O)[O-])CC1C(c1ccccc1)N2 (stereo not given)	14	4	i	1	4	-7	15	2	2	1
COCc1c(CN)cnc(C)c1N	-10	-2	i	2	-2	3	14	-4	-2	-3
Cc1ccc(N2C(=O)NC(=O)C(CCc3ccncc3)(Cc3cccc(Cl)c3Cl)C2=O)cc1 (stereo not given)	8	-3	i	-1	10	-3	11	4	-1	2

In another format: results already given
Fields: HSF-1 act, HSP90 inh, PolyA inhibitor, Platelet DG rel, HSF1 inh, Dyrk1A ADPGlo, AI-2 QS modul, HDAC3 inhib, GSK3A inh, GSK3B inh
> Cc1ccc(N2C(=O)NC(=O)C(CCc3ccncc3)(Cc3cccc(Cl)c3Cl)C2=O)cc1 (stereo not given)
 : 8, -3, i, -1, 10, -3, 11, 4, -1, 2
> CC(=O)c1ccc2c(c1)C1C(Cl)C(Sc3ccccc3[N+](=O)[O-])CC1C(c1ccccc1)N2 (stereo not given)
 : 14, 4, i, 1, 4, -7, 15, 2, 2, 1
> O=C(c1ccc2c3c(cccc13)CC2)C1CCCN(CC2CC2)C1 (stereo not given)
 : -6, 14, i, -10, -12, -1, 15, -10, -6, 1
> CN1CCN(c2nc(Cl)ncc2F)CC1
 : -20, 2, i, 11, -13, -6, 10, -7, -2, 0
> COc1ccc(CCNC(=O)COC(=O)Cc2ccccc2)cc1
 : 6, 1, i, -7, -3, 2, -5, 1, -1, 3
> COCc1c(CN)cnc(C)c1N
 : -10, -2, i, 2, -2, 3, 14, -4, -2, -3

More entries
SMILES	HSF-1 act	HSP90 inh	PolyA inhibitor	Platelet DG rel	HSF1 inh	Dyrk1A ADPGlo	AI-2 QS modul	HDAC3 inhib	GSK3A inh	GSK3B inh
O=C(c1ccc(C(F)(F)F)cc1)C1CCCN(Cc2ccncc2)C1 (stereo not given)	0	1	i	11	-4	1	18	-3	-2	3
CN1CC(C(=O)c2ccccc2)C(C(=O)c2ccccc2)C1 (stereo not given)	.	-2	i	.	.	-10	8	-1	-5	2
Cc1cc(-c2ccccc2)cc(C)[n+]1Cc1ccccc1	-5	.	i	1	-11	-5	0	4	-1	3
COc1ccc(CN2CCN(c3ccccc3F)CC2)c(OC)c1	36	-3	i	1	1	.	17	-5	-3	2
CCOc1ccc(N=Cc2c(O)n(Cc3ccccc3)c(=S)[nH]c2=O)cc1	-10	-4	i	-1	-27	-2	29	-1	4	-1
C=C(C)[C@H]1CN[C@H](C(=O)O)[C@H]1CC(=O)O	-4	.	i	3	2	16	7	-3	2	5
O=C(COC(=O)Cc1ccccc1)NC12CC3CC(CC(C3)C1)C2	-17	-1	i	3	0	-3	17	?	1	2
Cc1cccc(CN(C)C)c1OC(=O)N(C)C	-1	0	i	2	0	-14	23	0	0	-1
CCCCCC(=O)N[C@@H](c1ccccc1)[C@@H](O)C(=O)O[C@H]1C[C@@]2(O)[C@@H](OC(=O)c3ccccc3)C3[C@](C)(C(=O)[C@H](O)C(=C1C)C2(C)C)[C@@H](OC1OCC(O)C(O)C1O)C[C@H]1OC[C@@]31OC(C)=O (stereo not given in full)	1	-2	i	-4	-1	-3	-4	5	-1	9
OCCN(CC#CC(O)(c1ccccc1)C1CCCC1)CCO (stereo not given)	.	4	i	1	.	5	5	3	1	-2
NC(=O)CSc1nnc([C@@H](N)Cc2c[nH]c3ccccc23)o1	-58	2	i	-5	-46	-6	9	-7	52*	-4
CN(C)C(=O)Oc1ccc2nnc3ccnn3c2c1	-2	0	i	-4	0	0	12	?	-1	0
Clc1ccccc1CN1CCNCC1	12	0	i	1	-8	7	-10	0	-1	2
COc1ccc(C(=O)N/N=C/C23CC[C@@H](O)CC2(O)CC[C@@H]2[C@@H]3CCC3(C)C(C4=CC(=O)OC4)CCC23O)cc1 (stereo not given in full)	-4	1	i	-2	-3	0	13	.	-1	2
CC1(C)CC(=O)C=C(NCCN2CCN(C(=O)Cc3ccc(Cl)cc3)CC2)C1	7	-2	i	-8	-2	1	32	2	-1	2
COc1ccc(-n2nc(C(=O)NCC(=O)N3CCC4(CC3)OCCO4)c3ccccc3c2=O)cc1	30	-4	i	0	0	0	37	0	-1	-2
CC[n+]1c(/C=C/N(C)c2ccccc2)sc2ccc(Cl)cc21	-11	0	i	6	-10	.	24	1	10	-53*
COc1ccc(Cc2c(O)[nH]c(=O)[nH]c2=O)c(OC)c1	-12	-2	i	6	-3	-2	23	.	-5	3
COC(=O)C1=C(c2cc3ccccc3o2)C[C@@H]2CC[C@H]1N2C(=O)NC(C)C	10	.	i	-1	-4	2	0	1	-4	-3
CC1=C(C/C(C)=C/c2ccccc2)/C(=C/CO)[C@@H]2OC(=O)O[C@]2(C)C12CC2	39	.	i	0	14	-1	23	-2	-2	2
C#CC[N+]1(C)[C@@H]2CC[C@H]1CC(OC(=O)C(CO)c1ccccc1)C2 (stereo not given in full)	0	-4	i	-10	-1	-6	11	1	-2	0
O=[N+]([O-])c1ccc(-[n+]2c(-c3ccccc3)cc(-c3ccccc3)cc2-c2ccccc2)cc1	-25	3	i	-10	1	-2	23	11	3	-2
COc1cccc(-n2c(O)c(C=NCCN3CCOCC3)c(=O)[nH]c2=O)c1	-2	1	i	-9	-11	4	15	-8	0	2
Cc1ccccc1-n1c(/C=C/c2ccccn2)nc2ccccc2c1=O	19	4	i	4	2	1	8	0	0	-1
COC(=O)C1=C(c2ccccc2)C[C@@H]2CC[C@H]1N2C(=O)NCCCOC(C)C	-20	.	i	0	-11	12	-12	6	-11	0
Cc1cc(N2C(=O)C3CCCN3C2c2ccc(Cl)c(Cl)c2)no1 (stereo not given)	-2	1	i	7	-1	-2	16	4	-1	-2
COc1ccccc1N1CCN(C(CNC(=O)Oc2ccccc2)c2cccnc2)CC1 (stereo not given)	6	-1	i	-69	-1	4	23	-3	0	-2
O=P(Nc1cccc(Cl)c1)(Oc1ccccc1)Oc1ccccc1	29	5	i	-1	9	-1	2	10	0	2
Cc1ccc2c(c1)=C/C(=C\c1c(O)[nH]c(=S)[nH]c1=O)C(=O)N=2	-2	-1	i	4	-7	.	23	-3	3	2
COCCNP(=O)(c1ccccc1)c1nc2ccccc2s1 (stereo not given)	-1	5	i	1	0	.	20	1	2	2
CCN1C[C@]2(COC(=O)c3ccccc3N)CC[C@H](OC)C34[C@@H]5C[C@H]6[C@H](OC)[C@@H]5[C@](O)(C[C@@H]6OC)[C@@](O)([C@H]13)[C@@H](OC)[C@@H]42	-10	-2	i	.	-9	1	0	-8	-2	3
CC(C)c1ccc(N2C(=O)NC(=O)/C(=C/C=C/c3ccco3)C2=O)cc1	33	0	i	6	22	-7	18	3	-4	-1
CC(=O)Nc1ccccc1C(=O)OCC(=O)c1ccc2c(c1)OCCO2	-36	3	i	-4	-25	0	9	-3	-4	4
COCCNC(=O)c1ccc(N2CC3CC(C2)c2cccc(=O)n2C3)c([N+](=O)[O-])c1 (stereo not given)	-8	-2	i	-3	5	.	31	3	0	0
CC(=O)Nc1cc(C(=O)N2CCC3(CC2)OCCO3)ccc1Sc1ccc(C)cc1	-16	-3	i	6	-6	6	-3	1	.	0
Cc1cc(OC(C)C(=O)NCc2cccnc2)c2c3c(c(=O)oc2c1)CCC3 (stereo not given)	8	-2	i	1	2	3	30	-20	0	4
Cn1cccc1CNCCc1ccccc1F	7	-2	i	-1	1	5	7	-5	2	2
C[N+]1(C)C2CCC1CC(OC(=O)c1ccco1)C2 (stereo not given)	40	0	i	2	19	7	9	-3	1	2
Cc1ccsc1C(=O)C1CCCN(Cc2ccc(-n3cccn3)cc2)C1 (stereo not given)	-9	-1	i	34	2	1	6	2	-1	2
O=c1[nH]c(=O)n(CCc2ccc(F)cc2)c(O)c1C=NCCCn1ccnc1	-3	5	i	-1	-8	3	7	4	0	-4
O=c1[nH]c(O)c(N=Nc2ccc([N+](=O)[O-])cc2)c(=O)[nH]1	13	5	i	0	12	10	5	2	4	0
CN1C(=O)N(C)C(=O)C2(Cc3cc([N+](=O)[O-])ccc3N(C)C2)C1=O	15	-1	i	0	-1	.	11	3	-2	1
CN(C)CC1CSCCC1(O)c1ccccc1 (stereo not given)	-1	0	i	1	-2	-10	20	-6	-2	0
Cn1c(O)c(C=NC2CCCCC2)c(=O)[nH]c1=S	-7	-4	i	8	1	-3	10	9	11	-1
COC(=O)C1=C(C)OC(N)=C(C#N)C12C(=O)Nc1ccccc12 (stereo not given)	2	-3	i	12	7	-2	16	3	-6	-1

Screening data as filed in PubChem.

The list is partial, so the mix of outcomes need not match the whole.
